Screens (PubChem)
Tn6 DDE FP: disrupts Tn6 cyclic peptide binding to fibrin D-Dimer-E complex. P02675. Fibrin DD(E) TRITC-Tn6 fluorescence polarization displacement. inhibition, % at 8.3 µM. 370,000 compounds, 0.21% hits;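 active = inhibition above a per-campaign cutoff: mean of compounds within control limits plus 3 SD, cut at about 15% in these data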;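 note: 0% = median of all compound wells on the plate and 100% = blocking peptide control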
sPLA2-III inh: Blocks human group III sPLA2 activity | 370,000 compounds, 0.56% hits | inhibition, % at 12.2 µM | Q9NZ20 | QFRET BODIPY PC-A2 liposome hydrolysis, fluorescence | AID 743126;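 active = inhibition above mean plus 3 SD of compounds lying within the high and low control bounds, cut at about 19% in these data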;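 note: 0% = median of test compound wells and 100% = no enzyme DMSO wells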
NPR2 activator: GC-B (human) receptor activation; P20594; HEK293-GC-B cells, CNP EC30, cGMP TR-FRET; 0% at EC30 CNP, 100% saturating CNP; activation, % at 10 µM; 370,000 compounds, 0.11% hits; AID 1920062;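 active = activation at 10 µM reaching about 35% in either raw or pattern-adjusted values, limit read from the data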
Target sequence (P20594 whole entry, looked up): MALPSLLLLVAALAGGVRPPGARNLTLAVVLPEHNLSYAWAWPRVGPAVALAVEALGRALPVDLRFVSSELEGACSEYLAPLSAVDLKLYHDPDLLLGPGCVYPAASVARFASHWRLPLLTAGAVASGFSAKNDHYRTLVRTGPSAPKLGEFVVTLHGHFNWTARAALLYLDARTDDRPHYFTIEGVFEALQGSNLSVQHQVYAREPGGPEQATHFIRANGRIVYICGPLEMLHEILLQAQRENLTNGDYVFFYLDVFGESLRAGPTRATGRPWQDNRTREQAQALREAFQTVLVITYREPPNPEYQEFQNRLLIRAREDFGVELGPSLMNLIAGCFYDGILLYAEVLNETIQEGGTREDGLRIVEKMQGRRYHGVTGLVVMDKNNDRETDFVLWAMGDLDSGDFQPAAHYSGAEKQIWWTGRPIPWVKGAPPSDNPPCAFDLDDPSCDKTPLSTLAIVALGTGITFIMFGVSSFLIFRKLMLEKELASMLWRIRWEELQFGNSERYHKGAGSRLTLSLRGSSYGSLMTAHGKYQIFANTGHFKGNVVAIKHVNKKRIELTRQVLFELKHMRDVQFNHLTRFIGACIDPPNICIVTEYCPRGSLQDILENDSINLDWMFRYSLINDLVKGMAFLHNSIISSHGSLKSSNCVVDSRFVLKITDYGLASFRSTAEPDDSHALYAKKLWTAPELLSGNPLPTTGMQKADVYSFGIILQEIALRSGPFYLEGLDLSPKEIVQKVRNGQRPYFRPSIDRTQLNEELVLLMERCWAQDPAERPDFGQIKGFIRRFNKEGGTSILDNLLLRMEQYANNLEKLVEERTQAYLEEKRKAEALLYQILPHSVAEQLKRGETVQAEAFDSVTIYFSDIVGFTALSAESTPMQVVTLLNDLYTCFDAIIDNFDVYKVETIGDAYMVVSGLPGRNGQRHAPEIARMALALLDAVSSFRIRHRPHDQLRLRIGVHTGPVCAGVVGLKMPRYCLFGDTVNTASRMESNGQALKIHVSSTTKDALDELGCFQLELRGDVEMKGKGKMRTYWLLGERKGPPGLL
FXN GAA850 act: increases GAA850 frataxin promoter reporter activity; activation, % at 6 µM; AID 540364; HEK293 lucGAA850 FXN promoter luciferase reporter, 24 h; percent of 10 µM SAHA response; 360,000 compounds, 0.56% hits;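 active = activation above the average of all compounds screened plus 3 SD, cutoff fixed separately per campaign, cut at about 7.5% in these data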;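 note: 0% = DMSO wells and 100% = 10 µM SAHA wells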
ASAP1 GAP inh: inhibitors of human ASAP1 ArfGAP activity. Q9ULH1. ASAP1-stimulated ARF1 GTP hydrolysis, GDP FP detection. inhibition, % at 16.5 µM. 360,000 compounds, 0.19% hits. AID 624377; in the data active = inhibition above about 25%;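 note: 0% = vehicle with enzyme and substrate and 100% = no enzyme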
rCAG binder: binds r(CAG) RNA repeats; 370,000 compounds, 1.3% hits; inhibition, % at 3 µM; r(CAG) RNA repeat, TO-PRO-1 dye displacement fluorescence;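 active = inhibition above the plate cutoff, the mean of all test compounds on that plate plus 3 SD, cut at about 35% in these data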;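 note: 0% = DMSO alone and 100% = 100 µM mitoxantrone as full dye displacement; higher means more dye released from RNA so lower well fluorescence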
ARFGAP1 inhibitor: inhibits rat ARF GTPase activating protein 1. Q62848. Arfgap1-stimulated ARF1 GTP hydrolysis, GDP FP detection. inhibition, % at 16.5 µM. 360,000 compounds, 0.26% hits;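 active = inhibition above a per-plate limit, mean inhibition of low control wells plus 3 SD, cut at about 25% in these data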;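 note: 0% = DMSO wells with enzyme and 100% = wells lacking Arfgap1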
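Replicates: Single well per compound | Assay system: Truncated rat Arfgap1 GAP domain | Control set: No-Arfgap1 wells (100%) versus DMSO full-reaction wells (0%) | Times: Enzyme reaction 120 min at 25 °C after 20 min preincubation | Reagent: Human ARF1(Δ1-17)-GTP substrate | Measured by: Tracer-displacement fluorescence polarization with EDTA stop, 620/688 nm | Measure: Percent inhibition of Arfgap1-stimulated GTP hydrolysis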
GC-A act: GC-A (human) enzyme activation; activation, % at 10 µM; 370,000 compounds, 0.14% hits; P16066; HEK293 GC-A cells, cGMP TR-FRET, EC30 ANP; 0% at EC30 ANP, 100% saturating ANP; in the data active = activation above about 40%
ADAM10 inh: ADAM10 inhibition, QFRET primary screen | recombinant ADAM10, EDANS/DABCYL FRET peptide cleavage, 3 h | inhibition, % at 7 µM | 370,000 compounds, 0.62% hits | AID 720582;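 active = inhibition above a per-campaign cutoff equal to the mean of compounds falling between control-based bounds plus 3 SD, cut at about 20% in these data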;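 note: 0% = DMSO wells while the 100% control is not disclosed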
KLK7 zymogen act: proKLK7 (human) activation, primary screen; purified proKLK7, EDANS-DABCYL substrate fluorescence; 100% is mature enzyme control, 0% vehicle; 370,000 compounds, 0.9% hits; AID 652039; P49862; activation, % at 7 µM;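 active = activation above the mean of all tested compounds plus 3 SD, computed per campaign excluding outliers beyond control limits, cut at about 13% in these data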
* marks the source's active call; other numbers are inactive results; . = no result given.

nr | Structure | Tn6 DDE FP | rCAG binder | KLK7 zymogen act | ASAP1 GAP inh | NPR2 activator | GC-A act | ADAM10 inh | FXN GAA850 act | ARFGAP1 inhibitor | sPLA2-III inh
1 | NCC(O)CN1CCN(Cc2ccccc2)CC1 (stereo not drawn) | -2 | 3 | 0.0 | 8 | 5 | 0 | 3 | 0.3 | 6 | 4
2 | Cc1ccc(C)c(NC(=O)CCC(=O)NNC(=O)C(c2ccccc2)c2ccccc2)c1 | -5 | -1 | 0.4 | -1 | 4 | -1 | -9 | -5.3 | 8 | 6
3 | CCC(C)c1ccc(NC(=S)NC2CCN(Cc3ccccc3)CC2)cc1 (stereo not drawn) | -4 | 5 | -0.4 | 10 | 4 | -2 | 6 | -0.5 | 17 | 1
4 | N#CC1=C(N)C(C#N)(C#N)C2(C(=O)Nc3ccccc32)C2CCCC=C12 (stereo not drawn) | 0 | 5 | 10 | 5 | -8 | -12 | -22 | -0.1 | 7 | -11
5 | CCc1nc2c(OCC(=O)c3ccc(F)cc3)cccn2c1N(C)C(=O)COc1ccccc1 | -1 | 3 | 0.2 | -1 | 4 | 1 | -11 | -3.1 | 7 | -29
6 | O=C(c1ccccc1)N1CCN(c2nc3ccc([N+](=O)[O-])cc3s2)CC1 | -2 | 0 | -0.9 | 18 | 8 | 10 | -7 | -0.6 | 1 | 0
7 | C/C(=N\NC(=O)c1ccccc1C)c1ccc(N2CCOCC2)cc1 | 0 | -1 | 0.3 | 14 | 4 | -8 | 6 | 1.6 | 3 | 12
8 | O=C(Nc1ccc2c3c(cccc13)CC2)c1ccco1 | -2 | 13 | 0.1 | 10 | -2 | 1 | -8 | 1.5 | 17 | 1
9 | CC(C)=NNc1nc(-c2ccc([N+](=O)[O-])cc2)cs1 | -6 | 10 | -0.6 | -15 | 1 | 1 | 11 | 1.2 | -2 | 7
10 | O=C(N/N=C/c1ccc(N2CCOCC2)cc1)c1ccncc1 | -8 | 1 | -0.2 | -7 | -6 | -3 | 0 | -0.9 | 1 | 8
11 | CC(=O)NC(CC(=O)N1CCCC1)c1ccccc1 (stereo not drawn) | -5 | -2 | 0.3 | -6 | -3 | 1 | -7 | 0.4 | -1 | 3
12 | CN(CC(=O)NCc1ccc(F)cc1)S(=O)(=O)c1ccc(Br)s1 | 6 | -2 | 0.1 | 6 | -1 | -6 | 1 | -0.5 | 2 | -8
13 | Cc1nn(C(C)C(=O)NCCCc2ccccc2)c(=O)c2nn(-c3ccccc3)c(C)c12 (stereo not drawn) | -9 | -9 | 0.1 | -12 | 1 | -4 | -12 | -2.5 | -1 | -4
14 | CCN1C(=O)CSc2ccc(C(=O)NCc3ccc(OC)cc3)cc21 | 3 | 2 | 0.1 | 13 | -7 | -2 | -6 | -0.9 | 2 | 2
15 | Cc1ccc(S(=O)(=O)NC2CCCC2)cc1C | -7 | 0 | -0.5 | 1 | 5 | 2 | -9 | -0.2 | 1 | 2
16 | Cc1ccc(-c2csc(=S)n2CC(=O)OCC(=O)NCc2ccco2)cc1 | 5 | 0 | 0.1 | -7 | -2 | 7 | 6 | -0.3 | 3 | -1
17 | COc1ccc(C(=O)Nc2ccccc2C(=O)NC(Cc2c[nH]c3ccccc23)C(=O)O)cc1 (stereo not drawn) | 6 | 2 | -0.1 | 1 | 0 | 0 | -5 | 1.1 | 0 | 5
18 | O=C(CSCc1ccc([N+](=O)[O-])cc1)N/N=C/c1cccnc1 | -1 | 0 | 0.2 | -1 | -3 | -3 | 2 | 1.2 | 1 | 1
19 | CC1(C)Cc2ccccc2C(NNC(=O)c2ccc(Br)o2)=N1 | -2 | -5 | 0.3 | -1 | 2 | 3 | -11 | -1.5 | 4 | 5
20 | Cc1ccc(C(C)C)c(OCC(=O)N/N=C/c2cccn2C)c1 | -5 | -3 | 0.2 | -5 | -2 | -1 | 4 | 0.3 | 9 | -7
21 | COc1ccccc1CNC(=O)CCc1nnc2ccc(NCCCN3CCCC3=O)nn12 | -5 | -3 | -0.1 | -1 | 4 | 0 | -4 | 0.2 | 12 | 4
22 | CN(Cc1ccccc1F)C(=O)CCCNC(=O)c1ccc(Cl)cc1 | -3 | -4 | 0.4 | 0 | -7 | -6 | 9 | 0.3 | 0 | -4
23 | O=C(c1ncc[nH]1)c1ccccc1Cl | 4 | -1 | -0.5 | 22 | 2 | 4 | -7 | -0.2 | -6 | 8
24 | COc1ccc(N2CCN(C(=O)C(=O)c3ccc(F)cc3)CC2)cc1 | -4 | 0 | 0.0 | 15 | 0 | 0 | -6 | . | -4 | 9
25 | CCCCn1c(N)c(N(CCOC)C(=O)c2cc(S(=O)(=O)N3CCCCC3)ccc2C)c(=O)[nH]c1=O | 6 | 0 | -0.3 | -17 | -2 | 5 | -7 | 1.0 | 11 | -3
26 | O=C(OCCOc1ccc(F)cc1)c1ccc(S(=O)(=O)N2CCCC2)cc1 | -1 | 3 | 0.1 | 5 | 1 | -5 | -6 | -1.1 | 5 | 5
27 | c1ccc(C2C3=C(CCCC3)Nc3ncnn32)cc1 (stereo not drawn) | 0 | 0 | 1.4 | -7 | 3 | 2 | -19 | 1.9 | 4 | 1
28 | Cn1c(=O)c2[nH]c(NCC3CCCO3)nc2n(-c2ccccc2)c1=O (stereo not drawn) | 9 | 0 | 0.2 | 4 | 12 | 16 | -2 | -2.2 | 4 | 5
29 | O=C(NCCO[N+](=O)[O-])c1cccnc1 | -1 | 0 | 0.1 | 10 | 0 | 0 | -4 | 0.3 | -2 | 3
30 | COc1ccc(C(=O)NC2CCN(C(=S)Nc3ccc(C)c(C)c3)CC2)cc1 | 2 | 0 | 0.2 | 5 | -5 | -4 | 2 | -1.0 | -8 | 6
31 | O=C1c2ccccc2NC(c2ccc(Cl)cc2Cl)N1Cc1ccccc1 (stereo not drawn) | 0 | -1 | -5.8 | -4 | -15 | -10 | -80 | 3.5 | 5 | 0
32 | CN(CCc1nc2ccc(Cl)cc2[nH]1)Cc1nc(CC2CC2)no1 | -8 | -4 | 0.1 | 12 | 1 | -2 | 6 | 0.0 | 3 | -1
33 | COCCCNC(=O)c1nnn2c1nc(N)c1cc(Cl)ccc12 | 6 | 5 | 15* | -10 | -1 | 10 | -339 | . | 0 | 8
34 | CN1CCN(S(=O)(=O)c2ccc(Sc3nc4ccccc4[nH]3)c3nsnc23)CC1 | -1 | 3 | 8.3 | 5 | 0 | 2 | 2 | -1.3 | 0 | 3
35 | Cc1cc(C)c(OCC(=O)Nc2nnc(-c3ccco3)o2)c(C)c1 | -1 | 2 | -0.1 | 3 | 6 | 3 | -6 | 1.6 | -3 | 1
36 | Cc1ccc2c(c1)N(CC(=O)N1CCCc3ccccc31)C(=O)CO2 | 1 | -7 | 0.3 | 6 | -3 | -2 | 0 | 2.0 | 12 | 7
37 | O=C(c1ccc(N2CCOCC2)c([N+](=O)[O-])c1)N1CCN(c2ccccc2)CC1 | 0 | -1 | -0.3 | -4 | 4 | 3 | -12 | 2.5 | -3 | 10
38 | COc1c(OC(C)=O)ccc(/C=C/c2ccc3cccc(OC)c3n2)c1[N+](=O)[O-] | 6 | 13 | -0.1 | -2 | -1 | -1 | 19 | 5.1 | 21 | -24
39 | COc1ccc(/C=N/NC(=O)NC23CC4CC(CC(C4)C2)C3)c(OC)c1 | 5 | 9 | -0.7 | 0 | -2 | 3 | 8 | 0.1 | 7 | -5
40 | C=CCC[C@H](Cc1ccc(F)cc1)C(=O)OC[C@H](Cc1c[nH]c2ccccc12)NC(=O)[C@@H](CC=C)CC(=O)NCCO | -12 | 5 | 0.6 | 4 | -8 | -2 | 26* | -2.8 | 12 | -82
41 | C[C@@H]1CN([C@H](C)CO)C(=O)c2cc(C3=CCCCC3)cnc2O[C@@H]1CN(C)Cc1ccccc1C(=O)O | 5 | 2 | 0.6 | 4 | -1 | -2 | -16 | 0.2 | 21 | 0
42 | O=Nc1c(-c2c(O)[nH]c3cc(Br)ccc23)[nH]c2ccccc12 | -5 | 59* | -1.1 | -6 | 18 | 33 | 15 | 4.7 | -2 | -94
43 | CCOc1ccc(-n2c(=S)sc3c(=O)[nH]c(SCC(=O)NCc4ccco4)nc32)cc1 | 2 | 47* | 0.2 | -1 | -1 | 2 | 2 | -0.7 | 3 | -7
44 | CCC(Sc1nc(N)c(NC(=O)c2ccc(Br)o2)c(=O)[nH]1)C(=O)O (stereo not drawn) | -1 | -1 | -0.3 | -4 | 5 | 3 | -1 | -1.6 | -11 | 3
45 | CC(NC(=O)C1CCCN(C(=O)N(C)C)C1)c1ccccc1 (stereo not drawn) | -2 | 3 | 0.3 | -15 | 5 | 0 | 8 | -1.2 | 3 | 6
46 | Cc1nnc(N2CCCC(C(=O)NCc3ccccc3F)C2)c2nn(-c3ccccc3)c(C)c12 (stereo not drawn) | -4 | -4 | -1.3 | 0 | -2 | 2 | -58 | 2.1 | 11 | -6
47 | COc1nc(OC)nc(N2CCC(C(=O)N(C)Cc3ccco3)CC2)n1 | 7 | -1 | 0.6 | . | 0 | -3 | -4 | . | . | 10
48 | CC(=O)OC[C@@H]1CN(Cc2ccccc2)C[C@H](n2cnc3c(NC4CCCC4)ncnc32)O1 | 2 | 3 | 0.7 | -9 | 4 | 6 | -21 | -1.9 | -1 | 11
49 | CCCCn1nnnc1NCc1cc(OC)c(OC)c(OC)c1 | -3 | -3 | 0.7 | 11 | 3 | 4 | -10 | 2.5 | -1 | -5
50 | O=c1c2ccccc2nnn1CSc1nnc(-c2cccnc2)n1-c1ccccc1F | -4 | 6 | 0.2 | -2 | -6 | 2 | 2 | -0.2 | -8 | 2
51 | COc1ccccc1N/C(N)=N/c1nc(C(F)(F)F)cc(=O)[nH]1 | -1 | 7 | 0.4 | 1 | 2 | 0 | 8 | 3.2 | 4 | 4
52 | CCN(CC)S(=O)(=O)c1cccc(C(=O)NCCCN2CCOCC2)c1 | 3 | -3 | -0.3 | -11 | -1 | 5 | -3 | 2.0 | 2 | 6
53 | CCOC(=O)N1CCN(CCc2ccccc2)CC1 | -7 | -8 | 0.2 | -7 | 2 | 3 | 3 | 0.0 | 9 | 2
54 | CCCCNC(=O)C1C(c2ccc(C(F)(F)F)cc2)=Nc2ccccc2N1C(=O)c1cccc(C(F)(F)F)c1 (stereo not drawn) | 3 | 2 | 0.7 | 0 | 0 | 3 | -4 | . | 1 | 3
55 | Cc1cccc(NC(=S)N2CCOCC2)c1C | 0 | 0 | 0.7 | 4 | 4 | 2 | -5 | 1.7 | -7 | 4
56 | Cc1nc(NC(=O)COc2ccccc2)sc1C(=O)Nc1ccccc1 | -1 | 4 | 0.9 | 9 | 3 | 0 | -12 | -1.4 | 1 | 1
57 | CC(C)C(NS(=O)(=O)c1cccc(C(F)(F)F)c1)C(=O)NCc1cccs1 (stereo not drawn) | -4 | -1 | 0.1 | -4 | 2 | -2 | -18 | 1.6 | 8 | 10
